CHOP UPR activ = activators of apoptotic arm of unfolded protein response (CHOP); activation, % at 10 µM; CHO-CHOP luciferase reporter, UPR activation, luminescence; percent of tunicamycin response over DMSO baseline; actives 0.34% (n = 330,000); AID 449763;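 active = at 10 µM dose, activation of 40% or more, normalized to positive control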;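 also: 100% = tunicamycin at 10 µg/mL and 0% = DMSO alone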
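Test system: CHO-CHOP cells, stable luciferase reporter of PERK-eIF2a-CHOP signalling | Quantity: 500 CHO-CHOP cells per well | Buffer or medium: F12 plus 10% serum | Compound dosing: 10 µM single point, 0.5% DMSO | Schedule: 6 h compound treatment, 37 °C | Signal: Luciferase luminescence | Control set: Tunicamycin high control, DMSO low control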
XBP1 UPR activ = activators of adaptive arm of unfolded protein response (XBP1); CHO-XBP1 luciferase reporter, IRE1-XBP1 UPR activation, luminescence; percent of tunicamycin response, DMSO as zero; activation, % at 20 µM; actives 0.33% (n = 330,000);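 active = versus positive control, 20 µM dose yields 30% or more activation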;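 also: 100% = tunicamycin at 10 µg/mL and 0% = DMSO only wells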
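Material – CHO cell line with stable XBP1 luciferase reporter · Buffer or medium – F12 plus 10% FBS · Compound – single point, 20 µM final compound, 1% DMSO · Schedule – 16-18 h cell attachment at 37 °C, then 6 h compound exposure · Signal – Steady-Glo luminescence read · Benchmarks – high control tunicamycin 10 µg/mL final, low control DMSO vehicle only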
EBI2 antag = blocks human EBI2 receptor beta-arrestin signaling | P32249 | inhibition, % at 5 µM | actives 0.81% (n = 360,000) | EBI2 beta-arrestin recruitment, luminescence, 7a,25-OHC stimulated; in the data active = inhibition above about 38%;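 also: enzyme fragment complementation signal reports receptor beta-arrestin coupling in cells; 0% = agonist plus DMSO wells and 100% = wells without agonist; some results beyond the cut were filed as inactive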
Target sequence (P32249 whole entry, looked up, the tested form may be a part): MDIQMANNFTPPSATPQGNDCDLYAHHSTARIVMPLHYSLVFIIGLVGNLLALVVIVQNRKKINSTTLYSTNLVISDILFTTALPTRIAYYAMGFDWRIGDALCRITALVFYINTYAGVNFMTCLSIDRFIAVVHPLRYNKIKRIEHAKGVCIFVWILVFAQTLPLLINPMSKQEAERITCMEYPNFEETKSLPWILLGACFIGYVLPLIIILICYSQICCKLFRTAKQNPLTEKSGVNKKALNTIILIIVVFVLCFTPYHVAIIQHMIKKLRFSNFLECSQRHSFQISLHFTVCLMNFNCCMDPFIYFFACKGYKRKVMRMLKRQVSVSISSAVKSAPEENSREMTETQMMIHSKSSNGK
Jurkat NFkB inh = inhibitors of the PMA/ionomycin-induced NF-kB reporter in Jurkat cells | PMA/ionomycin-induced NF-kB luciferase reporter, luminescence | inhibition, % at 4 µM | actives 0.53% (n = 330,000) | AID 435003; in the data active = inhibition above about 50%
697 NFkB inh = lowers PMA/ionomycin-induced NF-kB signal in 697 B cells; 697 B-cell NF-kB luciferase reporter, 16 h; inhibition, % at 4 µM; actives 0.33% (n = 330,000); AID 435022; in the data active = inhibition above about 35%
CXCR6 block = inhibitors of human CXCR6 receptor; CHO-K1 PathHunter CXCR6 beta-arrestin, luminescence; O00574; actives 0.36% (n = 360,000); inhibition, % at 20 µM; in the data active = inhibition above about 34%, passing the limit was not always enough;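 also: antagonist mode with CXCL16 agonist at 10 nM final; 0% = 10 nM CXCL16 with DMSO and 100% = unstimulated wells without agonist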
Target sequence (O00574 whole entry, looked up): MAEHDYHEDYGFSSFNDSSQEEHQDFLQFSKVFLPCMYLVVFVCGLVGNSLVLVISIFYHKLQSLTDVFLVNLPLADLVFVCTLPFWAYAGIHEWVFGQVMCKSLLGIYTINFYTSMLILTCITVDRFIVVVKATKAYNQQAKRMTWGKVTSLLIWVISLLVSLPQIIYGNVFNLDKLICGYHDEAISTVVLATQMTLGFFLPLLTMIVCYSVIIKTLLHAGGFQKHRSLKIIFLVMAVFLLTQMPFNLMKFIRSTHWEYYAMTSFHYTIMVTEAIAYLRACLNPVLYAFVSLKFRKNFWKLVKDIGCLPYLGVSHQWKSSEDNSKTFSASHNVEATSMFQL
Mdm2 MdmX PPI = inhibitors of human Mdm2/MdmX interaction. O15151+Q00987. SaOS-2 split-luciferase Mdm2/MdmX complementation, luminescence. inhibition, % at 8 µM. actives 3% (n = 330,000). AID 485346;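 active = inhibition of at least 50% at 8 µM in the primary screen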
CCR6 antag = blocks CCL20-driven beta-arrestin recruitment at human CCR6; AID 493098; actives 0.49% (n = 340,000); CHO-K1 CCR6 PathHunter beta-arrestin, luminescence, CCL20-stimulated; inhibition, % at 20 µM; P51684;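 active = compounds whose inhibition of the agonist-driven luminescence signal at 20 µM reaches about 50%, limit read from the data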;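 also: cells stimulated with CCL20 at 14 nM final; plate controls were DMSO with CCL20 for no effect and DMSO without agonist for full effect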
Target sequence (P51684 whole entry, looked up): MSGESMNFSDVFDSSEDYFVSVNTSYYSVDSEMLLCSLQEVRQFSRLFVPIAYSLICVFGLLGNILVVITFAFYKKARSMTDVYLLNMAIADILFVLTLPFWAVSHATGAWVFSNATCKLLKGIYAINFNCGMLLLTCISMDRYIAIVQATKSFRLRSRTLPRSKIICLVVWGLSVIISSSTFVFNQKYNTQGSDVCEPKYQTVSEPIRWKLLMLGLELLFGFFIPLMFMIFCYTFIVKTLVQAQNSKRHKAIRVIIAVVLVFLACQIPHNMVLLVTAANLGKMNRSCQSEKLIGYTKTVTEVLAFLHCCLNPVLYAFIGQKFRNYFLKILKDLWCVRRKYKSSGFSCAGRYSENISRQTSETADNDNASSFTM
Gli-Sufu antag = antagonists of Gli-Sufu signaling | AID 588413 | inhibition, % at 5 µM | Sufu-KO-LIGHT fibroblasts, Gli luciferase reporter luminescence | actives 0.74% (n = 340,000);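 active = inhibition above about 55%, limit read from the data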;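 also: 0% = DMSO-treated cells and 100% = wells with medium but no cells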
An asterisk follows results filed as active; x = no result given.

nr	smiles	CHOP UPR activ	XBP1 UPR activ	EBI2 antag	Jurkat NFkB inh	697 NFkB inh	CXCR6 block	Mdm2 MdmX PPI	CCR6 antag	Gli-Sufu antag
1	COc1cc(C2NC(=S)NC(C)=C2C(=O)Nc2ccc(C)cc2)ccc1O (stereo unspecified)	3.1	-3	4	-35	-43	-15	-35	-18	-28
2	CCN1CCN(c2c(Cl)cccc2NC(=O)c2ccc3c(c2)OCCO3)CC1	-0.6	1	13	-2	-16	-1	-4	3	8
3	CCOc1ccc(CN(C)C(=O)c2ccc3c(c2)NC(=O)C(C)S3)cc1OC (stereo unspecified)	0.4	-1	-1	16	-1	-14	3	4	10
4	O=C(NC1CCCCC1)c1cc(S(=O)(=O)N2CCN(c3ccccc3)CC2)ccc1Cl	-0.4	-2	9	10	-21	7	36	4	6
5	CNC(=O)c1cc(C(=O)c2ccccc2C(F)(F)F)c[nH]1	-1.6	0	-10	7	6	0	3	0	-2
6	CSCCC(NC(N)=O)C(=O)Nc1ccc2ccccc2c1 (stereo unspecified)	-0.6	-4	-8	-49	-34	-14	-33	0	21
7	CN(C)CCNC(=O)c1ccccc1-c1cc2ccccc2c(=O)o1	-1.0	1	-14	8	12	-4	11	7	7
8	CCOC(=O)NC(=O)CSc1nnc(SCCC(=O)O)s1	0.7	-2	4	2	9	-14	-1	-12	-8
9	O=C(O)C1(c2ccccc2)CCN(S(=O)(=O)c2ccc(Cl)cc2)CC1	1.2	-2	2	8	17	-5	17	-6	-19
10	Cc1ccccc1C(=O)N1CCC(C(=O)OCC(=O)Nc2cccc([N+](=O)[O-])c2C)CC1	-1.2	1	-6	-1	8	3	18	5	-20
11	CCOC(=O)CSc1nc(N)c(C#N)c(-c2ccc(OC)cc2)c1C#N	-2.2	3	6	9	7	-10	11	-14	3
12	O=C(NNC(=O)c1oc2ccccc2c1-n1cccc1)c1ccco1	-0.8	-2	-8	-3	3	-10	9	-1	-5
13	O=C(COc1ccccc1)Nc1cccc(-c2nn[nH]n2)c1	-0.9	-3	-8	-5	3	6	6	1	1
14	COc1ccc(/C=C/c2ccc3c(Br)ccc(O)c3n2)cc1	4.4	1	2	-37	-63	9	36	22	13
15	O=C(O)CCCN1C(=O)/C(=C\c2ccc(-c3nc4ccccc4s3)o2)SC1=S	4.3	5	31	-4	5	43*	-11	24	8
16	Cn1cc(/C=C/c2nc3ccccc3c(=O)n2-c2cccc([N+](=O)[O-])c2)c2ccccc21	6.6	2	18	-9	-19	13	72*	5	4
17	Cn1c2c(c(=O)n(C)c1=O)C(C(F)(F)F)(C(F)(F)F)N=C(C1CCCCC1)N2	1.0	8	-12	8	16	-13	28	-7	-4
18	O=C(Cn1c(-c2ccco2)nc2ccccc21)N1CCCCC1	4.5	3	4	-10	-5	-1	11	-5	9
19	COc1ccc(S(=O)(=O)NCCCN2CCCC2=O)c(OC)c1	-0.1	2	-13	6	14	-7	24	2	3
20	COc1cccc2sc(N(CCCN(C)C)C(=O)c3ccc(S(=O)(=O)N4CCc5ccccc5C4)cc3)nc12	7.6	6	-2	2	10	-8	62*	12	11
21	C=CCNC(=S)N1CCc2[nH]c3ccccc3c2C1	1.6	6	-2	-1	13	-1	32	-1	4
22	COc1ccc(N2CCN(C(=O)CSc3nc4nc(C)cc(C)n4n3)CC2)cc1	-0.5	0	-6	4	16	-4	-28	0	-19
23	O=C(CCC(=O)Nc1ccccc1)N/N=C/c1ccccc1F	1.9	1	-4	-13	-10	-21	-15	14	-8
24	O=C(NCc1ccccc1)NC(=O)c1ccncc1	-2.1	-3	-5	10	14	-4	-7	7	6
25	O=C1c2ccccc2C(=O)N1c1n[nH]c(CCc2ccccc2)n1	0.3	-4	-7	17	1	10	13	14	5
26	CSc1ccc(-c2ccco2)nn1	3.4	-1	-1	-18	-3	-5	21	-9	-32
27	CC1CCCN(S(=O)(=O)c2ccc(C(=O)Nc3nnc(C4CC4)o3)cc2)C1 (stereo unspecified)	0.5	-5	-8	1	-9	10	31	11	-1
28	CCc1ccc(Nc2nnc(SCC(=O)c3c(N)n(C4CC4)c(=O)[nH]c3=O)s2)cc1	0.5	0	12	-39	-14	-7	31	5	5
29	O=c1[nH]ncc(N/N=C\c2ccc(O)cc2O)c1Cl	-2.4	-1	-2	4	0	1	39	15	2
30	Cc1ccc(-n2nc3c(N4CCC(C(=O)N5CCN(C)CC5)CC4)nnc(C)c3c2C)cc1	-1.2	-1	1	-19	-56	6	3	8	15
31	Cn1cc(C(=O)C(=O)NCCc2ccccc2)c2ccccc21	0.0	2	-5	-27	0	-4	8	-15	0
32	COc1ccc(CCNC(=O)Cn2c(=O)[nH]c3ccsc3c2=O)cc1OC	2.0	-1	-5	8	24	-2	-10	-8	8

From compound 25 as far as 27, as listed above:
nr	smiles	CHOP UPR activ	XBP1 UPR activ	EBI2 antag	Jurkat NFkB inh	697 NFkB inh	CXCR6 block	Mdm2 MdmX PPI	CCR6 antag	Gli-Sufu antag
25	O=C1c2ccccc2C(=O)N1c1n[nH]c(CCc2ccccc2)n1	0.3	-4	-7	17	1	10	13	14	5
26	CSc1ccc(-c2ccco2)nn1	3.4	-1	-1	-18	-3	-5	21	-9	-32
27	CC1CCCN(S(=O)(=O)c2ccc(C(=O)Nc3nnc(C4CC4)o3)cc2)C1 (stereo unspecified)	0.5	-5	-8	1	-9	10	31	11	-1

New compounds follow.
nr	smiles	CHOP UPR activ	XBP1 UPR activ	EBI2 antag	Jurkat NFkB inh	697 NFkB inh	CXCR6 block	Mdm2 MdmX PPI	CCR6 antag	Gli-Sufu antag
33	O=C(c1oc(=O)c2ccccc2c1-c1ccccc1)N1CCC(O)CC1	-2.1	1	-10	7	13	7	-7	2	-7
34	COc1ccccc1S(=O)(=O)Cc1ccc(C(=O)NCc2cccs2)o1	-0.4	-1	-7	-14	10	6	13	14	-3
35	O=C(OCC(=O)N1CCCC1)c1cc(F)c(F)cc1Cl	1.0	3	13	1	-5	-12	-12	9	1
36	COc1cc(C)c(C(C)C)cc1S(=O)(=O)N1CCN(C)CC1	1.3	1	-8	12	21	-7	-6	4	6
37	O=C(Nc1cc(F)c(Br)cc1F)c1ccc(Cl)cc1	6.1	7	21	-114	-81	-8	-123	-4	-69
38	O=C(OCC(=O)N1CCN(C(=O)c2ccco2)CC1)c1c(Cl)cccc1Cl	-0.8	-4	6	-7	6	7	2	9	6
39	Cc1ccc(S(=O)(=O)N(CC(=O)NCc2ccco2)C2CCCCC2)cc1	-0.9	-5	4	0	20	-7	-4	18	-5
40	Cc1ccc(NS(=O)(=O)c2coc(C(N)=O)c2)cc1F	0.1	1	-9	21	3	1	12	4	6
41	CN(C)S(=O)(=O)c1ccc(C(=O)NCCC(=O)N2CCCC2)cc1	-2.1	-4	-13	-1	-6	-6	4	11	-12
42	CC12CCC(=O)N1C(C(=O)O)Cc1c2[nH]c2ccccc12 (stereo unspecified)	-1.3	-1	4	-12	-22	3	7	-19	-1
43	O=C(NC1CCCN(Cc2ccc(Cl)cc2)C1)c1cnc2ccccn2c1=O (stereo unspecified)	-0.6	-3	6	-7	-4	8	22	25	16
44	COc1cc(/C=C2\SC(=S)N(CC(=O)O)C2=O)ccc1OS(=O)(=O)c1ccc(C)cc1	1.8	-1	-7	8	-4	4	-8	19	-14
45	Cc1ccc2c(=O)c(C(=O)NCc3cccs3)c[nH]c2c1	2.5	2	-3	-14	-23	-5	-6	12	-2
46	Cc1cc(Br)c(NC(=O)CN2CCCC2)c(Br)c1	1.0	-4	-12	-7	4	1	-6	10	28
47	CCOC(=O)[C@H]1[C@H]2COc3ccc(Br)cc3[C@@H]2N2C(=O)CN(Cc3ccc(OC)cc3)C(=O)[C@@]12C	-0.8	4	14	-16	4	7	14	6	-5
48	NC(=O)c1ccccc1N/C=C/C(=O)c1ccc(F)cc1	2.4	-1	3	-82	-129	-7	-100	6	-82
49	CN1C(=O)C(C)(C)c2cc(S(=O)(=O)N3CCCC(C(=O)NCc4ccc(Cl)cc4)C3)ccc21 (stereo unspecified)	-0.7	-3	8	1	3	-2	27	-4	3
50	COc1ccc([C@@H]2C[C@@H](c3ccccc3)Oc3cc(OC)cc(OC)c32)cc1	0.3	-1	7	22	19	13	6	23	10
51	CS(=O)(=O)Nc1nc2n(n1)C(c1ccccc1)C=C(c1ccc(Br)cc1)N2 (stereo unspecified)	-3.8	-3	-2	-11	1	-23	-10	-6	12
52	COc1cc(C(=O)OCC(=O)Nc2nnc(-c3ccccc3)o2)cc(OC)c1OC	-1.0	-1	2	7	7	-3	1	4	-2
53	O=C(CN1CCCC1c1cccs1)N1CCN(S(=O)(=O)c2cccc(F)c2)CC1 (stereo unspecified)	-2.5	-2	4	5	19	-6	24	3	2
54	Cc1ccc(-n2cc(CNCCCN3CCCC3=O)c(-c3ccc(F)cc3)n2)cc1	0.0	5	-4	11	5	5	27	11	-17
55	CC1(C)NC(=O)N(CC(=O)OCC(=O)c2ccc(Br)s2)C1=O	0.0	-5	19	9	12	-1	24	16	8
56	O=C(COC(=O)c1c2c(nc3ccccc13)CCN(Cc1ccccc1)C2)Nc1c(F)cccc1F	4.4	0	-37	20	22	-8	72*	2	12
57	CCCN1C(=O)c2ccc(C(=O)NC3CCCCC3)cc2C1=O	1.2	3	-1	-9	7	6	-3	3	-9
58	CC(C)OCCCNC(=O)c1ccccc1Oc1ccccc1	0.0	1	9	-4	-5	-7	-43	3	7
59	O=S(=O)(/C=C/c1ccccc1)N1CCN(c2nc(-c3cccnc3)nc3ccccc23)CC1	-0.8	-2	38	0	10	12	19	2	13
60	CCCCOC(=O)c1cccc(NC(=O)CCC(=O)O)c1	-2.4	1	-4	7	16	-3	-16	6	7
61	Cc1ccc(Cl)cc1N1CCN(Cc2nc3ccsc3c(=O)[nH]2)CC1	-0.5	-3	13	7	-23	10	2	-3	3
62	O=C(COC(=O)c1ccccc1O)Nc1cc(S(=O)(=O)N2CCCCCC2)ccc1Cl	1.0	3	5	11	4	-15	17	14	-2
63	CCOc1ccc(N(CC(=O)N2CCN(c3ccc(F)cc3)CC2)S(=O)(=O)c2c(C)noc2C)cc1	-2.9	-5	13	-2	7	11	18	15	-34
64	CN(C)CCNC(=O)c1ccc(COCC(F)(F)F)cc1	-0.4	-6	-6	10	15	8	3	-1	0
65	COc1ccc(/C=C\C(=O)c2c(O)ccc3c(C)cc(=O)oc23)cc1	1.4	6	5	7	5	5	10	10	-1
66	CC(=O)c1cc(Cl)ccc1OCC(=O)Nc1cccc(S(=O)(=O)N2CCCC2)c1	1.7	-1	4	-19	6	-3	5	12	-1
67	CC(C)COC(=O)Cn1cnc2ccc(Br)cc2c1=O	2.2	0	-2	7	0	6	10	18	-1
68	COC(=O)NNC(=O)COc1ccccc1C	-0.6	-2	2	7	13	-3	23	-9	5
69	Cc1cccc(N2CCN(C(=O)c3ccc(NC4=NC5CS(=O)(=O)CC5S4)cc3)CC2C)c1 (stereo unspecified)	0.2	-6	-5	7	2	2	10	-8	19
70	C=CC(=O)N1C/C(=C/c2ccc(F)cc2)C(=O)/C(=C\c2ccc(F)cc2)C1	x	x	53*	x	x	72*	x	84*	12
71	Cn1c(=O)cc(-c2ccccc2)c2ccccc21	1.1	6	-3	-4	21	8	32	11	0
72	O=C(NCc1ccccc1Cl)c1cccc(OC2CCN(C(=O)C3CC3)CC2)c1	4.1	-4	5	-11	-4	-5	35	12	15
